Mcl1-Noxa inh: disrupts binding of human Mcl-1 to Noxa peptide; Q07820; AID 1022; inhibition, % at 21.7 µM; TR-FRET Mcl-1/Noxa peptide binding, 2 h; hit rate 1.5% among 220,000;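 active means compounds that cut the protein-peptide binding signal by more than 50% relative to plate controls in a single-dose test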;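 further: His-tagged Mcl-1 with rhodamine Noxa BH3 peptide and terbium anti-His antibody; 0% = Mcl-1 plus Noxa peptide wells and 100% = peptide-only wells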
Mcl1-Bid inh: Mcl-1/Bid interaction inhibition; Q07820; TR-FRET Mcl-1/Bid-Dy647 peptide binding, 1536-well; inhibition, % at 21.7 µM; hit rate 0.97% among 220,000;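 active means compounds that cut the binding signal by more than half at the single screening dose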;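 further: His-tagged Mcl-1 with europium anti-His antibody binding Bid BH3 peptide; 0% = Mcl-1 plus peptide wells and 100% = peptide-only wells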
RGS4-Gao reg: human RGS4-Galphao interaction regulation; P09471; Multiplexed bead flow cytometry, RGS4-Galphao binding; actives lie on both sides; binding response (% of control), % at 10 µM; hit rate 0.33% among 220,000; AID 1415; in the data active means binding response below about 49% or above about 150%; inactive means in between;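 further: fluorescent Galphao activated with aluminum fluoride binding bead-coupled RGS4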
Target sequence (P09471 whole entry, looked up): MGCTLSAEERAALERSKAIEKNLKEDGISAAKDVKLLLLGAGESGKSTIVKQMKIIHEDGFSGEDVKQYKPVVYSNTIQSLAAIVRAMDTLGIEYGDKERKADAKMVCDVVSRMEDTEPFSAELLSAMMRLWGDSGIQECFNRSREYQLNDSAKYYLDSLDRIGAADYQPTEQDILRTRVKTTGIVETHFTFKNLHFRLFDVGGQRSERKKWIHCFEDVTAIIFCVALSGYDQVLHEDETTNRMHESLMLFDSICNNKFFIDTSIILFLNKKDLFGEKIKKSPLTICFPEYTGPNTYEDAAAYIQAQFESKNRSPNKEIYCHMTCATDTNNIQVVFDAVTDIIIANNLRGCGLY
Bcl-XL Bim block: disrupts Bim peptide binding to human Bcl-XL; hit rate 0.04% among 190,000; Q07817; AID 1007; inhibition, % at 10 µM; bead flow cytometry, fluorescence
Target sequence (Q07817 whole entry, looked up): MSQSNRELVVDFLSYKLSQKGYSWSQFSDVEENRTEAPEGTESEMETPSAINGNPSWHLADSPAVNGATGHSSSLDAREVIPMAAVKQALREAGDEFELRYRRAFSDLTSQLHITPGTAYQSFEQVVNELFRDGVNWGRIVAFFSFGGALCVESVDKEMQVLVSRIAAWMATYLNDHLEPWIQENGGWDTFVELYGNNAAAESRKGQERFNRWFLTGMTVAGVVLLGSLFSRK
Bcl-W Bim block: disrupts Bim peptide binding to human Bcl-W. Q92843. hit rate 0.02% among 190,000. bead-based flow cytometry. inhibition, % at 10 µM;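 further: 0% = bound tracer without compound and 100% = peptide blocker; higher means less fluorescent Bim peptide bound to Bcl-W beads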
Target sequence (Q92843 whole entry, looked up): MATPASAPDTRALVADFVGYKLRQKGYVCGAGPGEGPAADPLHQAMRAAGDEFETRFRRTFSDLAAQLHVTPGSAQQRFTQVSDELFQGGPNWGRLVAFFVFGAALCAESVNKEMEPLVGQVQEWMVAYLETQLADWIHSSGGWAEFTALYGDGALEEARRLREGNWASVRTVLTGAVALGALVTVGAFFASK
RGS7-Gao: modulates binding of RGS7 to human Galphao; hit rate 0.35% among 220,000; Multiplexed bead flow cytometry; actives lie on both sides; binding response (% of control), % at 10 µM; AID 1439; in the data active means binding response below about 49% or above about 150%; inconclusive means no clear call, values can overlap the other calls; inactive means in between;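 further: fluorescent Galphao held in activated GDP-AlF4 state binding bead-coupled RGS7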
Bcl-B Bim block: human Bim-Bcl-B interaction inhibition; Q9HD36; bead-based flow cytometry, Bim peptide-Bcl-B binding; inhibition, % at 10 µM; hit rate 0.073% among 190,000;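 further: 0% = tracer peptide without compound and 100% = reference inhibitor peptide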
Target sequence (Q9HD36 whole entry, looked up): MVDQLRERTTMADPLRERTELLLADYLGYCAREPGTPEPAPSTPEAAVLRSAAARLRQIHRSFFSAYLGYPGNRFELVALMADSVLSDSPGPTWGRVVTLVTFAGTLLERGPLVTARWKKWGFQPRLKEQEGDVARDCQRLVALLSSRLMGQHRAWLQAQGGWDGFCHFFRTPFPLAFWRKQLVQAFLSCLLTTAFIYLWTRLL
Bim-Bcl-2: human Bim-Bcl-2 interaction inhibition; Bead-based flow cytometry, Bim peptide-Bcl-2 binding; inhibition, % at 10 µM; hit rate 0.06% among 190,000; in the data active means inhibition above about 40%; inconclusive means no clear call, values can overlap the other calls;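 further: 0% = no compound wells with probe peptide and 100% = reference peptide inhibitor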
Bfl-1 Bim block: inhibitors of Bim-Bfl-1 interaction, human. Q16548. Bead-based flow cytometry, Bim-Bfl-1 binding inhibition. inhibition, % at 10 µM. hit rate 0.12% among 190,000. AID 1008;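 further: 0% = wells without compound plus tracer and 100% = blocker peptide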
RGS8-Gao reg: modulates binding of RGS8 to human Galphao | P09471 | multiplexed bead flow cytometry; actives lie on both sides | response (percent of control binding), % at 10 µM | hit rate 0.34% among 220,000 | AID 1423; in the data active means response below about 60% or above about 140%; inactive means in between;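 further: Galphao activated as the GDP aluminium fluoride complex binding bead-coupled RGS8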
Bim-Mcl-1: disrupts Bim peptide binding to human Mcl-1. AID 1009. hit rate 0.1% among 190,000. Bead-based flow cytometry, Bim peptide-Mcl-1 binding. Q07820. inhibition, % at 10 µM;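 further: 0% = no compound tracer wells and 100% = peptide blocker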
* marks the source's active call; other numbers are inactive results; ? = inconclusive; nt = no result given. Unless noted, no stated cut-off is given here; in the data, active means inhibition above about 40%.

SMILES	Mcl1-Noxa inh	Mcl1-Bid inh	RGS4-Gao reg	Bcl-XL Bim block	Bcl-W Bim block	RGS7-Gao	Bcl-B Bim block	Bim-Bcl-2	Bfl-1 Bim block	RGS8-Gao reg	Bim-Mcl-1
Cc1cc(C)cc(NS(=O)(=O)c2cnc(Cl)c(Cl)c2)c1	-2	-1	97	-1	-1	96	1	3	0	97	0
CCOC(=O)C(C(=O)Nc1ccccc1)C1CCCCC1 (centres undefined)	5	-59	103	2	-2	100	1	-2	0	104	-3
Nc1nc(SCC(=O)NCc2ccccc2)[nH]c(=O)c1NC(=O)c1ccccc1F	3	-25	104	-3	-4	104	-8	2	-1	107	-6
C[C@H](CCC(=O)O)[C@H]1CC[C@H]2[C@@H]3C(=O)C[C@@H]4CC(=O)CC[C@]4(C)[C@H]3CC(=O)[C@]12C	18	-4	93	-4	-2	98	-2	0	0	101	8
Cc1ccccc1C(=O)NCCSc1ccccc1	-7	-40	105	0	0	97	1	4	0	98	0
CSc1nnc(CNC(=O)c2ccccc2)n1-c1cccc(C)c1	3	-3	104	-4	0	104	-5	-6	-6	102	0
Cc1ccc2cccc(OCc3nnc(SCC(=O)O)n3C)c2n1	3	-8	100	-2	0	105	0	-1	-4	103	0
CCOc1ccc(C(=O)NCCO)cc1	6	-18	89	-2	0	?	-3	0	-4	93	1
N#Cc1cccnc1N1CCN(C(=O)c2ccco2)CC1	-4	-42	101	nt	nt	?	nt	nt	nt	100	nt
CCCCNC(=O)COC(=O)CCC(=O)c1cccs1	14	0	103	-4	-2	102	-7	-7	-9	100	-2
O=C(CSc1ccc(Cl)cc1)N1CCN(c2ccc(Cl)cc2[N+](=O)[O-])CC1	-14	-24	99	-2	-3	96	-2	0	-3	99	0
CCN(CC)c1ccc(C(=O)N/N=C/c2ccc(OC)cc2OC)cc1	11	-23	99	-2	1	?	-6	-1	2	99	0
CCCN1Cc2cccc(C(=O)Nc3ccc(CC)cc3)c2C1=O	7	-36	101	-8	-1	102	-6	-15	-20	104	-5
NC1=NC(c2ccc(F)cc2)n2c(nc3ccccc32)N1 (centres undefined)	1	-8	108	-9	-2	108	-5	-5	-5	103	-7
Cc1cc(C)n2nc(C(=O)N/N=C/c3ccco3)nc2n1	-20	-66	99	nt	nt	?	nt	nt	nt	99	nt
O=C(CN1CCN(Cc2ccccc2)CC1)N1N=CCC1c1ccccc1 (centres undefined)	-25	-24	102	-2	0	100	-4	1	-5	102	0
CC1CCc2c(sc3ncnc(NCCCOC(C)C)c23)C1 (centres undefined)	6	-9	100	-4	-6	101	0	3	0	101	-3
COC(=O)CN1C(=O)C(C)(C)Oc2ccc(C(=O)NC3CC3)cc21	0	-38	98	-7	4	96	-10	-11	-9	100	-4
CCOc1ccccc1C1C(C(=O)Nc2ccccc2OC)=C(C)Nc2nnnn21 (centres undefined)	0	-3	103	-1	1	100	-5	-10	-9	102	0
COCCNC(=O)CCCn1c(=O)c2cc(OC)c(OC)cc2n(CC(=O)Nc2ccc(F)cc2)c1=O	-6	9	102	1	2	122	7	3	4	103	0
O=C1CC(N(O)c2ccccc2)C(=O)N1c1cc(Cl)cc(Cl)c1 (centres undefined)	-1	-71	99	-1	0	102	-3	-1	1	99	-2
O=C(Nc1nc(-c2ccccn2)cs1)c1ccc2c(c1)OCCO2	-80	-41	100	0	-1	100	-5	-5	-5	95	-1
CCC(=O)N(Cc1ccccc1)c1ccccn1	5	-14	104	6	1	100	-5	-8	-11	102	0
N#CCCn1c(SCC(=O)NCC2CCCO2)nc2ccccc21 (centres undefined)	-2	-8	101	-3	-1	100	-9	-11	-5	103	0
O=C(N/N=C/c1ccc(OC(=O)c2ccc3c(c2)OCO3)cc1)c1cncc(Br)c1	-103	-26	109	-31	-31	95	-47	-35	-11	107	-35
CNC(=O)N(O)C1N(C)C(=O)N(CC(=O)OC)C1(C)C (centres undefined)	2	-33	103	0	-2	98	-1	0	-2	101	-2
COc1ccc(N=C2NC(=O)CS2)c([N+](=O)[O-])c1	-2	10	98	0	0	100	-4	-4	-6	101	-3
CCn1c(NCc2ccccn2)nc2ccccc21	4	-12	101	-3	-2	101	0	-1	-3	102	-2
COc1cc2c(=O)n(Cc3ccco3)c(=O)n(CC(=O)c3ccc(Br)cc3)c2cc1OC	-5	-2	101	-13	0	96	-9	-4	-6	99	-3
Cc1cccc(NC(=O)CSc2nnc(-c3ccccc3)n2N)c1	15	6	105	-5	-1	105	-7	-8	-10	103	1
CCN(CC)S(=O)(=O)c1ccc(NC(=O)c2cc(-c3ccccc3)nc3ccccc23)cc1	3	20	101	7	7	96	5	6	2	94	6
CCn1c2ccccc2c2cc(CC(N)=O)ccc21	33	16	101	nt	nt	?	nt	nt	nt	103	nt
CCNC(=O)NC(=O)COC(=O)c1ccccc1SCC(=O)NC(=O)NCC	14	-7	94	0	0	102	0	0	0	98	0
O=C1c2ccccc2NC(c2ccccc2)N1c1ccc(O)cc1 (centres undefined)	6	-8	100	-2	-1	101	-5	-3	-8	99	0
COc1ccc(C(=O)NCc2nnc(SCC(=O)N3CCCCC3)o2)cc1	-29	-14	92	0	0	84	0	-4	-5	96	2
Cc1ccc(OCC(=O)N(Cc2ccccc2)C(C)C)c([N+](=O)[O-])n1	18	-6	105	-7	-4	104	-9	-4	-8	101	-3
O=C(CC1NCCNC1=O)Nc1ccc2c(c1)OCCO2 (centres undefined)	15	-9	98	-3	-2	99	-1	0	0	102	-2
O=C(CN1C(=O)C2(OCCCO2)c2ccccc21)NCc1ccccc1	-1	1	105	-14	6	105	-6	-3	-9	105	0
CC(C)N(C)C(=O)C(=O)c1cccn1-c1cccc(Cl)c1C#N	11	-9	101	-1	0	98	-2	1	0	102	0
CCOc1ccc(CCNC(=O)C(O)c2ccccc2)cc1 (centres undefined)	-7	12	91	-1	-2	93	4	2	9	83	-2
CCOc1cnc(-c2c(-c3c(Cl)cccc3Cl)noc2C)o1	-1	0	100	-1	-4	?	-8	-3	-8	100	-1
O=[N+]([O-])c1ccccc1S(=O)(=O)N1CCN(Cc2ccsc2)CC1	33	17	104	3	2	?	0	3	-2	104	2
Cc1cc(C)nc(NS(=O)(=O)c2ccc(N/C=C3\CCCC3=O)cc2)n1	-4	-34	102	-12	-17	99	-15	-23	-18	93	-19
O=C(NCc1nnc(SCC(=O)N2CCCC2)o1)c1ccccc1F	3	3	100	0	1	101	0	0	2	100	1
CN1CCN(C(=O)c2cnn(-c3ccccc3)c2NC(=O)c2ccccc2F)CC1	5	-30	96	0	-1	100	0	0	0	105	1
OCCN(CCO)c1ncnc2c1oc1ccc(Br)cc12	-5	-1	101	-2	1	98	-5	-7	-6	101	1
COc1ccc(NC(=O)Cn2nnc3sc4c(c3c2=O)CC(C)(C)OC4)cc1	0	-12	100	nt	nt	?	nt	nt	nt	99	nt
Cc1cccn2cc(-c3cccc(NC(=O)c4cccs4)c3)nc12	5	-29	103	-4	-2	101	-8	-1	-1	103	-2
COc1ccc2cc3cc(C(=O)NCCN4CCc5ccccc5C4)oc3nc2c1	10	-3	102	-2	0	101	2	2	1	101	0
Cc1cc(S(=O)(=O)NC(C)C)ccc1OCC(=O)N1CCOCC1	6	-11	102	0	1	103	-5	-7	-3	105	-3
S=c1[nH]nc(COc2ccccc2)n1/N=C/c1cccs1	18	-11	102	-15	-10	105	-56	-4	-7	101	-17
COc1ccccc1-n1c(SCC(=O)N2CCOCC2)nc(O)c(Cc2ccccc2)c1=O	14	-21	94	-3	-2	91	-3	-1	0	94	-3
COc1ccc(C2C3=C(CC(C)(C)CC3=O)Nc3n[nH]c(C)c32)cc1 (centres undefined)	-8	-29	100	-2	-1	97	-2	-3	0	98	-2
Cc1nnc(SCC(=O)N(C)c2c(N)n(Cc3ccccc3)c(=O)[nH]c2=O)n1Cc1ccccc1	-13	-29	98	0	0	?	-1	-1	-4	99	2
Cc1ccc(-c2oc3ccccc3c(=O)c2OCC(=O)O)cc1	16	-6	104	0	-1	?	2	4	3	108	-1
CCC(C)Nc1nc(SC(C(C)=O)C(C)=O)nc(N(C)C)n1 (centres undefined)	2	-13	103	-6	0	100	-7	-9	-11	103	0
CS(=O)(=O)c1ccc2nc(NC(=O)c3ccc(=O)[nH]c3)sc2c1	32	-35	101	nt	nt	?	nt	nt	nt	100	nt
CC(=O)C1=C(C)NC(=S)NC1c1cccc([N+](=O)[O-])c1 (centres undefined)	6	-40	105	-4	-1	106	-4	5	0	117	1
Cc1cc(NC(=O)c2cc(-c3ccc(C)c(C)c3)nc3ccccc23)no1	25	-6	105	-4	-6	105	-8	-2	1	108	-3
COCCCNC(=O)c1ccc2c(=O)n(CC3CCCO3)c(=S)[nH]c2c1 (centres undefined)	22	-44	101	0	-1	102	-6	0	-3	100	-2

Grouped by structure, the entries above containing fluorine
SMILES	Mcl1-Noxa inh	Mcl1-Bid inh	RGS4-Gao reg	Bcl-XL Bim block	Bcl-W Bim block	RGS7-Gao	Bcl-B Bim block	Bim-Bcl-2	Bfl-1 Bim block	RGS8-Gao reg	Bim-Mcl-1
Nc1nc(SCC(=O)NCc2ccccc2)[nH]c(=O)c1NC(=O)c1ccccc1F	3	-25	104	-3	-4	104	-8	2	-1	107	-6
NC1=NC(c2ccc(F)cc2)n2c(nc3ccccc32)N1 (centres undefined)	1	-8	108	-9	-2	108	-5	-5	-5	103	-7
COCCNC(=O)CCCn1c(=O)c2cc(OC)c(OC)cc2n(CC(=O)Nc2ccc(F)cc2)c1=O	-6	9	102	1	2	122	7	3	4	103	0
O=C(NCc1nnc(SCC(=O)N2CCCC2)o1)c1ccccc1F	3	3	100	0	1	101	0	0	2	100	1
CN1CCN(C(=O)c2cnn(-c3ccccc3)c2NC(=O)c2ccccc2F)CC1	5	-30	96	0	-1	100	0	0	0	105	1

The results go on:
SMILES	Mcl1-Noxa inh	Mcl1-Bid inh	RGS4-Gao reg	Bcl-XL Bim block	Bcl-W Bim block	RGS7-Gao	Bcl-B Bim block	Bim-Bcl-2	Bfl-1 Bim block	RGS8-Gao reg	Bim-Mcl-1
CC1CCCN(S(=O)(=O)c2ccc(NC(=O)c3cccc(-n4cnnn4)c3)cc2)C1 (centres undefined)	-1	2	94	-3	-3	92	0	-3	-3	100	-1
Cc1ccc(-n2c(SCC(=O)NC3CCS(=O)(=O)C3)nc3ccccc3c2=O)cc1 (centres undefined)	6	-72	100	-4	-3	?	-3	0	-3	100	1
COc1cccc(/C=N/NC(N)=S)c1OS(=O)(=O)c1ccccc1	8	-24	100	-7	-9	103	-7	-8	-2	103	-10
c1ccn(-c2ncnc3sc4c(c23)CCCC4)c1	-7	-37	116	-5	0	115	-2	-1	2	110	0
CCCC(=O)Nc1ccc(C(=O)NNC(=O)c2ccccc2Br)cc1	39	-15	95	-3	-3	98	-5	-2	1	96	-3
COC(=O)c1ccc(/C=C/C(=O)c2ccc(OC)c(OC)c2)cc1	nt	15	100	-10	-1	97	-15	-13	-15	100	-2
O=C(NCCCn1ccnc1)C(=O)c1c[nH]c2ccccc12	3	-8	101	-1	1	101	-8	0	-9	109	-1
CCc1cccc(Nc2cnn(C34C[C@@H]5C[C@@H](CC(CC(=O)O)(C5)C3)C4)c(=O)c2Cl)c1	2	1	106	-6	-5	104	0	0	0	101	-2
